Screens from PubChem BioAssay.
TAG inh: triacylglycerol accumulation inhibition; H9c2 cells, Nile Red lipid (TAG) fluorescence; cells loaded with 200 µM oleic acid; inhibition, % at 12.5 µM; actives 0.66% (n = 230,000); AID 651582;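 active = pattern-corrected inhibition of lipid staining of at least 50% with the nuclear-stain viability signal not falling by more than 50%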;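 also: 0% = DMSO wells and 100% = triacsin C control wells; some results filed as inactive read as strong as hits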
TAG inh DAPI viability: recorded beside TAG inh, whose call it bears; DAPI nuclei signal change (viability), lower = more cytotoxic, %;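 whole-well DAPI fluorescence read on a plate reader as a viability signal; minus 50 percent equals half of cells still viable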
* = called active by the depositor. This is a subset, so the mix of outcomes need not match the whole.

SMILES	TAG inh	TAG inh DAPI viability
CC(=O)c1cc(C(=O)N2CCCC(CCC(=O)N(C)CCc3ccccn3)C2)cs1 (configuration not stated)	-8	10
CCc1cc2c(SCC(=O)NC3CCS(=O)(=O)C3)ncnc2s1 (configuration not stated)	-1	2
COc1ccc(-c2nc3cnccn3c2Nc2ccc3c(c2)OCO3)cc1	1	6
CCOc1ccc(N2CC(C(=O)Nc3cccc(S(=O)(=O)NC4=NCCC4)c3)CC2=O)cc1 (configuration not stated)	2	-3
CCOc1cc(C(F)(F)F)cnc1/C(N)=N/O	3	-4
O=C(O)C1C2C=CC3(O2)C1C(=O)N1c2ccccc2COC13 (configuration not stated)	3	-7
Cc1ccc(S(=O)(=O)N2CCN(C(=O)N3CCOCC3)CC2)cc1C	-10	8
C[C@H](CO)N1C[C@H](C)[C@@H](CN(C)C(=O)Nc2ccc(C(F)(F)F)cc2)Oc2c(cccc2N(C)C)C1=O	-8	1
Cc1cc(/C=C2\C(=O)NN(c3ccccc3)C2=O)c(C)n1-c1ccccc1O	4	-5
CC[C@H](C)[C@H](NC(N)=O)C(=O)Nc1ccc2c(c1)OCO2	4	-3
O=C(N/N=C/c1c(Cl)nc2ccccn2c1=O)c1cccnc1	-7	6
Cc1cccc(-n2nc3c(c2NC(=O)c2ccco2)CS(=O)C3)c1C (configuration not stated)	-3	6
Cc1c(NC(=O)c2nn(CC(C)C)c(=O)c3ccccc23)c(=O)n(-c2ccccc2)n1C	5	-3
COc1ccc(C)cc1NC(=S)NN1CCN(C)CC1	-12	1
CN(C)c1ccc(/C=N/NC(=O)C2COc3ccccc3O2)o1 (configuration not stated)	16	-11
O=C(c1cccc(S(=O)(=O)N2CCOCC2)c1)N1CCCc2ccccc21	4	4
O=S(=O)(NCc1ccccn1)c1ccccn1	19	4
COc1ccc2nc(SCC(=O)Nc3ccc(S(=O)(=O)Nc4onc(C)c4C)cc3)[nH]c2c1	0	1
O=C1CCC(=O)N1c1ccccc1-c1ccccc1	4	-13
CC(C)C1N(S(=O)(=O)c2ccccc2)CCN1S(=O)(=O)c1ccccc1	-13	5
CC(C)CN(C(=O)COC(=O)CNC(=O)c1sc2ccccc2c1Cl)C1CCS(=O)(=O)C1 (configuration not stated)	-10	0
FC(F)(F)Sc1ccc(NC(=S)NCc2ccccc2)cc1	-7	3
CCOc1ccc(NC(=O)CN(C)Cc2ccc3c(c2)OCO3)cc1S(=O)(=O)N1CCCC1	-17	-3
Cc1cc(=O)[nH]c(N/N=C/c2ccc(Cl)c([N+](=O)[O-])c2)n1	9	9
CC1=NN(c2ccccc2)C(=O)/C1=C\c1cn(C)c2ccccc12	13	-1

Arranged by molar mass (highest first): part of the list above.
SMILES	TAG inh	TAG inh DAPI viability
Cc1ccc(S(=O)(=O)N2CCN(C(=O)N3CCOCC3)CC2)cc1C	-10	8
COc1ccc(C)cc1NC(=S)NN1CCN(C)CC1	-12	1
CC[C@H](C)[C@H](NC(N)=O)C(=O)Nc1ccc2c(c1)OCO2	4	-3

Further results.
SMILES	TAG inh	TAG inh DAPI viability
CC(=O)NC(Cc1ccccc1C)C(=O)NC1CCN(C(=O)c2ccc(C)cc2)CC1 (configuration not stated)	1	-9
COc1ccc(NC(=O)C2CCN(C(=O)c3cccs3)CC2)cc1OC	6	-20
CCCCN1C(=O)C(CC(=O)NCC2CCCCC2)CC(C(=O)N(CC)CC)=C1C (configuration not stated)	1	-2
COc1ccc2sc(-c3ccc(S(C)(=O)=O)cc3)c(-c3ccc4c(c3)OCCO4)c2c1	24	14
COc1ccc(NC(=O)c2oc3ccc(S(=O)(=O)N4CCOCC4)cc3c2C)c(OC)c1	-4	0
CN1CCN(c2ncnc3c2ncn3[C@H]2CN(Cc3ccco3)C[C@@H](CO)O2)CC1	6	-6
Cc1onc(-c2ccccc2)c1CNC(=O)Nc1cccc(Cl)c1	-26	6
CCOc1ccc(Nc2nc3c(C)cccc3cc2C#N)cc1	-22	7
O=C(O)c1ccc(-c2noc(-c3cccc(F)c3)n2)cc1	-10	-2
CC(Oc1ccccc1)C(=O)N1CCC2(CC1)Oc1ccc(F)cc1C(=O)C21CC(c2ccc(Cl)cc2)=NO1 (configuration not stated)	18	8
CC(C)Cn1c(C(C)C)nc([N+](=O)[O-])c1Sc1ccc(Cl)cn1	-4	-6
C[C@@H](C[C@@H](O)[C@H](O)C(C)(C)O)[C@@H]1CC[C@]2(C)C3=CC[C@H]4C(C)(C)C(=O)CC[C@]4(C)[C@H]3CC[C@@]12C	-45	4
COc1cc(C#Cc2ccc3cc(CCCO)oc(=O)c3c2)cc(OC)c1	47	-20
COC(=O)c1ccc(O)c(Sc2cc(C(=O)OC)ccc2O)c1	1	-3
COc1cc(C(=O)NCC(=O)N/N=C/c2ccccn2)cc(OC)c1OC	-3	2
Cc1ccc(/C=N/NC(=O)c2n[nH]c3c2CCCC3)cc1	29	-18
CCc1c(C)nc2ncnn2c1Nc1ccccc1C	-53	6
FC(F)(F)c1ccc(-c2cccc3c2C2CC3CCN2)cc1 (configuration not stated)	1	15
CC(C)(C)SCCNC(=O)CN(c1ccccc1)S(=O)(=O)c1ccccc1	7	5
O=C(CCNS(=O)(=O)c1ccccc1C(F)(F)F)NNC(=O)C1COc2ccccc2O1 (configuration not stated)	-7	0
CCOC(=O)CSc1nc2c(c(=O)n1-c1ccc(OC)cc1)SCC2	-3	-10
CC(C)OC(=O)/C(=C\c1cccc2ccccc12)NC(=O)c1ccccc1	18	-9
CC1(C)CC(=O)c2ccc(O)cc2O1	-1	-4
CC(C)N1CCC1(C)C(=O)Nc1nccc2cccnc12 (configuration not stated)	8	-13
CC(=O)c1ccc2c3c(cccc13)CC2	-6	2
Following part
SMILES	TAG inh	TAG inh DAPI viability
CC(C)c1cc(CN2CCN(C3CCCC3)C(CCO)C2)[nH]n1 (configuration not stated)	6	-8
Cc1ccc(S(N)(=O)=O)c(C)c1N1CCCC1=O	12	20
COc1ccccc1NC(=O)N1CCCC1C(=O)Nc1ccc2c(c1)OCCO2 (configuration not stated)	22	-5
CC(=O)Nc1ccc(NC(=O)c2ccc(-c3c(C)noc3C)c3ccoc23)cc1	15	9
COc1ccccc1NC(=S)N1CCC(c2nc3ccccc3o2)CC1	-3	-3
O=C(N/N=C/C=C\c1cccc([N+](=O)[O-])c1)c1cccnc1	-7	-7
O=C(CSc1nc2cccnc2n1Cc1ccccc1)N1CCCC1	-18	8
CC1CC(C)CN(C(=O)c2ccc3nc[nH]c3c2)C1 (configuration not stated)	4	-1
O=C1ON=C(c2ccccc2)/C1=C\c1ccco1	5	-2
CCS(=O)(=O)Nc1ccc(-c2nnc(SCC(=O)c3ccc(NC(C)=O)c(OC)c3)o2)cc1	12	8
Cc1ncc(CN2CCCC(CCC(=O)NCc3ccccc3F)C2)s1 (configuration not stated)	11	-9
O=C1CSC(c2cccnc2)N1C1CCCCC1 (configuration not stated)	-6	-7
Clc1ccc(-c2nc(N3CCOCC3)nc3ccccc23)cc1	4	12
Cc1nc2cc(F)ccc2n1C1CCN(C(=O)c2c(F)cccc2F)CC1	-15	14
CN(/C(=N/S(=O)(=O)c1cccs1)c1ccccc1)c1ccc(O)cc1	0	7
NC(=O)c1ccc(CN2CCC(Cc3ccccc3)CC2)cc1	-22	-4
CCC(C(=O)OCC(=O)N1CCN(c2ccc(OC)cc2)CC1)c1ccccc1 (configuration not stated)	-2	-8
CCCN1CCN(c2ccc(S(N)(=O)=O)cc2[N+](=O)[O-])CC1	-1	-4
O=C(Cn1c2ccc(F)cc2c2nc3n(c(=O)c21)CCS3)Nc1ccccc1C(F)(F)F	10	0
CCCc1nnc(NC(=O)c2cc(OC)cc(OC)c2)s1	18	-9
O=C(Cc1n[nH]c(=O)c2ccccc12)OCC(=O)c1ccccc1Cl	-9	6
O=C(Nc1ccccc1C(=O)NCc1cccnc1)c1ccccc1Cl	-10	-3
O=C(Nc1ccc(N2CCOCC2)c(Cl)c1)c1cccnc1Cl	-1	0
COc1cc(/C=N/NC2=NCCCCC2)ccc1O	-4	1
O=C(Nc1ccc(F)c(Cl)c1)c1csc(COCCO)n1	4	2
The listing continues.
SMILES	TAG inh	TAG inh DAPI viability
COc1ccc(C)cc1NC(=O)CNc1ccccc1CN(C)C1CCCCC1	-9	36
COc1cccc(C2=CC(=O)C[C@H](c3ccc(Cl)cc3)C2)c1OC	5	9
CC(=O)Nc1ccc(C(=O)Nc2ccc(S(=O)(=O)Nc3nccc(C)n3)cc2)cc1	5	9
Brc1cccc(CNn2cnnc2)c1	9	0
O=S(=O)(NCC(c1cccnc1)N1CCN(Cc2ccccc2)CC1)c1ccc(F)cc1 (configuration not stated)	9	6
Cc1cc(OC(=O)c2cc(Cl)ccc2Cl)c([N+](=O)[O-])c(=O)[nH]1	11	-4
CN(CC(=O)Nc1ccc(Cl)c(C(F)(F)F)c1)C(=O)c1cccnc1Sc1ccccc1	5	-4
O=[N+]([O-])c1cc(C(F)(F)F)ccc1N1CCCNCC1	11	-3
CCN1CCN(c2c(Cl)cccc2NC(=O)c2ccc3nsnc3c2)CC1	-4	11
CC(C)CCN1CCN(Cc2ccc(C(F)(F)F)cc2)CC1CCO (configuration not stated)	-2	0
Cc1cc(C(=O)O)c(S(C)(=O)=O)s1	-28	7
CC(C)(C)c1ccc(OCC(=O)NCc2ccco2)cc1	-5	0
S=c1[nH]cnc2scc(-c3ccc(Cl)cc3)c12	4	-4
COc1ccc(NC(=O)C[C@H]2C(=O)N(c3ccc(OC)cc3)C[C@@H]2C)cc1	-5	5
CCN(C(=O)CN1C(=O)CN(C)C1=O)c1cccc2ccccc12	8	-6
CCOC(=O)C1=C(CS(=O)(=O)c2ccccc2)NC(=O)NC1c1ccccc1 (configuration not stated)	2	-10
COc1ccc(N2CCN(C(CNS(=O)(=O)c3cc(F)ccc3F)c3cccnc3)CC2)cc1 (configuration not stated)	12	8
O=CNc1cc(-c2ccc(C(=O)NC3CC3)cc2)cn2c(-c3ccc(F)cc3)cnc12	-3	-4
N#C/C(=C(/O)CN1C(=O)c2ccccc2C1=O)c1nc2ccccc2[nH]1	11	-4
CCn1c(SCC(=O)NCCOc2ccccc2)nc2ccccc2c1=O	-17	1
CC1=NN(C(N)=S)C(=O)C1N=Nc1ccc(O)cc1 (configuration not stated)	-9	2
Cc1cccc(-n2c(O)c(C=Nc3ccccc3-c3n[nH]c(=S)[nH]c3=O)c3ccccc3c2=O)n1	6	53
O=C(CO/N=C/c1ccccc1OC(F)F)NC1CCCC1	9	-11
CCCOc1c(Br)cc(C(=O)OCC(=O)NC(=O)c2cccn2C)cc1OC	2	4
CCOc1ccc(-c2nnn(CCC#N)n2)cc1OC	3	-3
The list continues:
SMILES	TAG inh	TAG inh DAPI viability
C/C=C/Cn1c(N(C)Cc2ccccc2)nc2c1c(=O)[nH]c(=O)n2C	-36	-4
Cc1ccc(C(C)NC(=O)c2ccco2)cc1 (configuration not stated)	11	-13
O=C(CCn1cnnn1)Nc1ccc(Cl)cc1Cl	-6	-6
CCOCCn1ccc2c(OCC(=O)NCCc3ccc(OC)c(OC)c3)cccc2c1=O	2	-3
CN(Cc1ccccc1)C(=O)COC(=O)Cn1cnc2ccccc21	-13	4
Cn1nnnc1Sc1ncnc2scc(-c3ccc([N+](=O)[O-])cc3)c12	74	-62
COc1ccc(S(=O)(=O)NC(C)C(=O)Nc2ccccc2)cc1Cl (configuration not stated)	-9	-1
O=C(c1ccccc1)N1CCN(C(=S)NCc2ccco2)CC1	-7	-1
C=C1c2cc3c(cc2NC(=S)N1Cc1ccccc1)OCO3	-10	3
COC(=O)c1c(NC(=O)CN2C(=O)c3ccccc3C2=O)sc(Cc2ccc3c(c2)OCO3)c1C	6	0
Cc1cc(C)cc(N2CCN(C(=O)N3CCOCC3)CC2)c1	-4	-2
Fc1ccccc1CSc1nncn1NC/C=C/c1ccccc1	-19	13
OCCN1CN=C(Nc2nc3ccccc3o2)NC1	5	-2
CCC[n+]1cn(/C(C(=S)Nc2cccc(Cl)c2C)=C(/[O-])c2ccc(OC)c(OC)c2)c2ccccc21	10	4
CCc1ccc(CN(C)Cc2nc(Cc3ccccc3)no2)nc1	-27	4

Structural class, those above with fluorine.
SMILES	TAG inh	TAG inh DAPI viability
CCOc1cc(C(F)(F)F)cnc1/C(N)=N/O	3	-4
C[C@H](CO)N1C[C@H](C)[C@@H](CN(C)C(=O)Nc2ccc(C(F)(F)F)cc2)Oc2c(cccc2N(C)C)C1=O	-8	1
FC(F)(F)Sc1ccc(NC(=S)NCc2ccccc2)cc1	-7	3
O=C(O)c1ccc(-c2noc(-c3cccc(F)c3)n2)cc1	-10	-2
CC(Oc1ccccc1)C(=O)N1CCC2(CC1)Oc1ccc(F)cc1C(=O)C21CC(c2ccc(Cl)cc2)=NO1 (configuration not stated)	18	8
FC(F)(F)c1ccc(-c2cccc3c2C2CC3CCN2)cc1 (configuration not stated)	1	15
O=C(CCNS(=O)(=O)c1ccccc1C(F)(F)F)NNC(=O)C1COc2ccccc2O1 (configuration not stated)	-7	0
Cc1ncc(CN2CCCC(CCC(=O)NCc3ccccc3F)C2)s1 (configuration not stated)	11	-9
Cc1nc2cc(F)ccc2n1C1CCN(C(=O)c2c(F)cccc2F)CC1	-15	14
O=C(Cn1c2ccc(F)cc2c2nc3n(c(=O)c21)CCS3)Nc1ccccc1C(F)(F)F	10	0
O=C(Nc1ccc(F)c(Cl)c1)c1csc(COCCO)n1	4	2
O=S(=O)(NCC(c1cccnc1)N1CCN(Cc2ccccc2)CC1)c1ccc(F)cc1 (configuration not stated)	9	6
CN(CC(=O)Nc1ccc(Cl)c(C(F)(F)F)c1)C(=O)c1cccnc1Sc1ccccc1	5	-4
O=[N+]([O-])c1cc(C(F)(F)F)ccc1N1CCCNCC1	11	-3
CC(C)CCN1CCN(Cc2ccc(C(F)(F)F)cc2)CC1CCO (configuration not stated)	-2	0
COc1ccc(N2CCN(C(CNS(=O)(=O)c3cc(F)ccc3F)c3cccnc3)CC2)cc1 (configuration not stated)	12	8
O=CNc1cc(-c2ccc(C(=O)NC3CC3)cc2)cn2c(-c3ccc(F)cc3)cnc12	-3	-4
O=C(CO/N=C/c1ccccc1OC(F)F)NC1CCCC1	9	-11
Fc1ccccc1CSc1nncn1NC/C=C/c1ccccc1	-19	13
